M5 PAM: positive allosteric modulators of human muscarinic M5 receptor. CHO-K1 hM5, Fluo-8 calcium, ACh EC20 PAM; 0% = ACh EC20, 100% = ACh EC100. activation, % at 3 µM. 360,000 compounds, 0.3% hits. AID 624038;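 active = activation above the run cutoff, the mean activation of all test compounds plus 3 SD, cut at about 18% in these data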
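system = human M5 receptor in CHO-K1 cells | reagent = EC20 acetylcholine as agonist stimulus | compound dosing = single-point, 3 µM nominal | incubation = Fluo-8 loading 80 min at 37 °C plus 30 min room temperature | detection = Fluo-8 calcium dye fluorescence, kinetic read | benchmarks = low control EC20 acetylcholine (0%), high control EC100 acetylcholine (100%)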
M4 PAM: CHRM4 positive allosteric modulation | CHO-K1 hM4/Gqi5, Fluo-8 calcium fluorescence, ACh EC20; 0% = ACh EC20, 100% = maximal ACh | activation, % at 3 µM | 360,000 compounds, 0.4% hits | AID 624126;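 active = activation above its plate's cutoff, the mean activation of sample wells plus 3 SD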; note: some results filed as inactive read as strong as hits
Target sequence (P08173 whole entry, looked up): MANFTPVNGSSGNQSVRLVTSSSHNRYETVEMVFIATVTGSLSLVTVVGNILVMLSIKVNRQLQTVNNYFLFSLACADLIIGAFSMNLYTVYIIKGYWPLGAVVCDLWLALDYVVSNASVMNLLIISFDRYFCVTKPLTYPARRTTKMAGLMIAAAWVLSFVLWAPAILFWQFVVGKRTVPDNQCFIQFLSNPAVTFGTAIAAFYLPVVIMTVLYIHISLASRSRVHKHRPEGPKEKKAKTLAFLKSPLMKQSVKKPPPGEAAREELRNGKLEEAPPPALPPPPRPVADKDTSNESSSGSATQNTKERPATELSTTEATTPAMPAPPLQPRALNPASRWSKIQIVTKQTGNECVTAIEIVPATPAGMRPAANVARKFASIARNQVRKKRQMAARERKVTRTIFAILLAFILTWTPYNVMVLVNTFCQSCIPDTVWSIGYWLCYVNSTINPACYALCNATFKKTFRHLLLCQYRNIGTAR
M5 antag: CHRM5 antagonism in calcium assay; CHO-hM5 cells, Fluo-8 calcium fluorescence, ACh EC80; P08912; AID 624040; 360,000 compounds, 0.59% hits; inhibition, % at 3 µM;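 active = inhibition above a per-plate cutoff, the mean of that plate's test compounds plus 3 SD, cut at about 27% in these data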;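 note: 0% = acetylcholine EC80 with DMSO and 100% = DMSO without agonist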
CHRM1 PAM: positive allosteric modulators of human M1 muscarinic receptor; AID 588819; 360,000 compounds, 0.088% hits; activation, % at 3 µM; CHO-K1 hM1, Fluo-8 calcium fluorescence, ACh EC20; 0% = ACh EC20, 100% = maximal ACh; in the data active = activation above about 19%, passing the limit was not always enough
Target sequence (P11229 whole entry, looked up): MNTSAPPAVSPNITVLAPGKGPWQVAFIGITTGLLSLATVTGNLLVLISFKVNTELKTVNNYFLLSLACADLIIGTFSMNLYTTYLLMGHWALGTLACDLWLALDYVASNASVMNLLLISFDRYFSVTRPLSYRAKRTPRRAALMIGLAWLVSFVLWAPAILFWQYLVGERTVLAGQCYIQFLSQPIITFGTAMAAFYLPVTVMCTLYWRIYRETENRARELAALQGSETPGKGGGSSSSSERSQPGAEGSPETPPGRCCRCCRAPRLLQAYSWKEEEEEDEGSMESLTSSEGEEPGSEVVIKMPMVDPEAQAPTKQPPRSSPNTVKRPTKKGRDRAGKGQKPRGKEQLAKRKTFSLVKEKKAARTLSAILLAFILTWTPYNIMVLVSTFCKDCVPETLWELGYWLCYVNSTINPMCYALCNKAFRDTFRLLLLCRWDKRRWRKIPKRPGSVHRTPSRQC
M4 ag: CHRM4 agonism in calcium assay. P08173. activation, % at 3 µM. 360,000 compounds, 0.14% hits. CHO-K1 hM4/Gqi5, Fluo-8 calcium fluorescence; vehicle 0%, full acetylcholine response 100%;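 active = activation above the run mean over all test wells plus 3 SD, cut at about 32% in these data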;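 note: peak over basal fluorescence ratio per well then scaled between controls; 0% = DMSO wells and 100% = acetylcholine at EC100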
CHRM5 agonist: CHRM5 agonism in calcium assay; 360,000 compounds, 0.19% hits; CHO-K1 hM5 cells, Fluo-8 calcium fluorescence; 0% DMSO wells, 100% maximal acetylcholine response; activation, % at 3 µM;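 active = activation above the run's mean over test compounds plus 3 SD, cut at about 23% in these data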;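 note: signal is peak over basal fluorescence ratio across the kinetic read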
CHRM1 antagonist: blocks human M1 muscarinic receptor; P11229; CHO-K1 hM1, Fluo-8 calcium fluorescence, ACh EC80 antagonist; inhibition, % at 3 µM; 360,000 compounds, 1.3% hits; AID 588852;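 active = percent inhibition above its own plate's cutoff, namely the mean of that plate's compound wells plus 3 SD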;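 note: peak over basal fluorescence ratio during 140 s after agonist addition; 0% = ACh EC80 plus DMSO and 100% = DMSO alone without agonist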
CRFBP-R2 agonist: CRF-BP/CRF-R2 complex agonism; 350,000 compounds, 0.46% hits; HEK293 CRF-R2/CRF-BP, calcium dye fluorescence (FLIPR); percent of saturating CRF peptide response; activation, % at 13.2 µM;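 active = activation of at least 50%, plus an integration ratio under a set limit after plate pattern correction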;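 note: plate controls were neutral control wells without compound for no effect and CRF at EC100 for full effect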
CHRM4 antagonist: blocks acetylcholine activation of human M4 receptor | P08173 | 360,000 compounds, 0.73% hits | CHO-hM4 cells, ACh EC80, Fluo-8 calcium fluorescence | inhibition, % at 3 µM;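 active = inhibition above its plate's cutoff, the mean inhibition of sample wells plus 3 SD, cut at about 27% in these data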;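 note: 0% = acetylcholine EC80 with DMSO and 100% = DMSO without agonist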
Numbers without * were called inactive; nt = not tested or not shown.

SMILES	M5 PAM	M4 PAM	M5 antag	CHRM1 PAM	M4 ag	CHRM5 agonist	CHRM1 antagonist	CRFBP-R2 agonist	CHRM4 antagonist
NS(=O)(=O)c1ccc(N2CCOCC2)c(C(=O)NCc2ccc3c(c2)OCO3)c1	8	-2	3	2	1	0	-3	-0.4	3
COc1ccc(NC(=O)C2CCN(C(=O)[C@@H]3Cc4ccccc4CN3)CC2)cc1	0	-3	-13	-11	1	-8	19	-1.0	3
COCCNC(=O)CCC1CCN(Cc2cccc(-c3ccc(C)o3)c2)CC1	0	-7	6	-2	1	-4	-1	1.2	5
O=C1Nc2ccccc2C(=O)N2[C@H](c3ccccc3)[C@@H]3C(=O)N(Cc4ccccc4)C(=O)[C@@H]3[C@H]12	-2	-3	18	9	4	1	-8	-1.2	7
NC(=O)c1ccc(-c2nnn(CC(=O)N(C3CCCC3)C3CCS(=O)(=O)C3)n2)cc1 (stereo not drawn)	-3	2	11	1	1	3	-6	-1.6	6
CC(=O)NS(=O)(=O)c1ccc(N=c2ssc3c2-c2cc(C)ccc2NC3(C)C)cc1	-9	-15	6	-5	1	-7	2	-3.5	-6
CN1C[C@@H]2[C@@H]3C(=O)N(Cc4ccccc4)C(=O)[C@@H]3[C@](C)(C1=O)N2C(=O)c1ccc(C(C)(C)C)cc1	13	2	0	0	-1	2	3	-1.0	7
CCOc1ccc(NC(=O)CCNS(=O)(=O)c2cccs2)cc1	-7	-2	-1	0	1	1	-2	0.5	2
Cn1c(C(=O)N2CCCCCC2)cc2c(=O)n(C)c3ccccc3c21	-12	-8	7	-6	14	7	1	0.5	-9
c1cc(CNC23CC4CC(CC(C4)C2)C3)ccn1	4	-4	1	4	0	-2	-9	-0.2	2
O=C(c1ccc([N+](=O)[O-])cc1[N+](=O)[O-])n1cnc2ccccc21	-29	-13	15	-8	18	1	23	-0.8	-9
COc1ccc(C2=C(C)C(N3CCN(C(=O)c4ccco4)CC3)=NS2(=O)=O)cc1	3	0	5	1	0	-1	3	0.2	8
Oc1cc2c(cc1CN1CCc3ccccc3C1)OCO2	1	-11	7	-3	0	-7	-4	-0.5	15
CCCn1c(=O)[nH]c(=O)c2c1nc(-c1ccc(OC(F)F)cc1)n2CCN1CCOCC1	-4	8	5	-1	0	-2	2	-3.7	-15
O=C(c1ccc2snnc2c1)N1CCCC1	3	8	-3	2	0	-3	-4	0.1	-14

Structural class: those above with a furan ring, fused or not.
SMILES	M5 PAM	M4 PAM	M5 antag	CHRM1 PAM	M4 ag	CHRM5 agonist	CHRM1 antagonist	CRFBP-R2 agonist	CHRM4 antagonist
COCCNC(=O)CCC1CCN(Cc2cccc(-c3ccc(C)o3)c2)CC1	0	-7	6	-2	1	-4	-1	1.2	5
COc1ccc(C2=C(C)C(N3CCN(C(=O)c4ccco4)CC3)=NS2(=O)=O)cc1	3	0	5	1	0	-1	3	0.2	8

Other results
SMILES	M5 PAM	M4 PAM	M5 antag	CHRM1 PAM	M4 ag	CHRM5 agonist	CHRM1 antagonist	CRFBP-R2 agonist	CHRM4 antagonist
O=C(CSc1nnnn1-c1ccc(O)cc1)NC1CCCCC1	3	4	-1	8	2	1	-8	1.8	6
CCOc1ccccc1N(CC(=O)NC1CCCCC1)C(=O)CCC(=O)Nc1cc(C)ccn1	1	6	-1	19	3	1	-11	-1.6	-6
CCN(CC)CCn1c(=S)[nH]c2cc(C(=O)NCc3ccccc3)ccc2c1=O	4	-6	-6	0	1	-1	1	0.8	6
CCOc1ccc2[nH]c(=O)c(CN(CCc3ccccc3)C(=O)N3CCCC3)cc2c1	-5	2	8	5	0	-1	2	-0.9	2
COc1ccc(S(=O)(=O)NCC2CCCN(C(=O)C=C(C)C)C2)cc1 (stereo not drawn)	-3	9	13	12	2	-2	-12	-2.5	-13
CCCc1cc(=O)oc2c3c(cc(OCC(=O)NCC4CCC(C(=O)O)CC4)c12)OC(C)(C)CC3 (stereo not drawn)	-1	7	8	3	1	3	-11	-0.6	-8
CCn1c(O)c(/C=C2\C=NN=C2c2ccc(C)cc2)sc1=S	-2	11	8	2	1	-2	0	3.8	-5
COc1cccc(-c2cc(N3C(=O)Nc4ccccc4N3O)n[nH]2)c1	1	-2	-1	4	1	-1	-5	0.2	-1
COc1ccc(/C=C/c2ccc3cccc(O)c3n2)cc1Br	2	0	1	9	1	-3	-12	-0.9	-4
O=C(Nc1ccc(F)cc1)Nc1cccnc1Cl	-7	-17	1	8	3	3	0	4.1	32*
COc1cccc(CC(=O)NC2CCSc3ccccc32)c1 (stereo not drawn)	6	-5	5	9	1	-4	-3	-0.7	-3
O=C1CN2C(=Nc3ccc(Br)cc3C2c2ccccc2)CCN1 (stereo not drawn)	-3	3	0	8	1	0	-5	1.8	3
O=P(O)(c1ccc(Cl)cc1)c1ccc(Cl)cc1	1	0	3	4	1	1	1	2.0	1
CC1CCC2(CC1)NC(=O)N(NC(=O)c1cccs1)C2=O (stereo not drawn)	-7	-1	8	3	0	0	-4	0.2	-2
COc1cccc(/C=N/NC(=O)CSCC(=O)Nc2ccccc2)c1O	-4	7	-1	4	2	2	-8	-0.8	-3
Cc1ccc(NC(=O)COc2ncnc3ccccc23)cc1S(=O)(=O)N1CCOCC1	3	9	-3	13	1	-2	-6	1.7	-10
O=C(COC(=O)c1cccs1)NCCc1ccc(F)cc1	3	6	2	4	1	3	-5	-0.8	-3
CC(=O)Nc1ccc(S(=O)(=O)N2CCN(S(=O)(=O)c3ccccc3)CC2)cc1	0	-5	-10	9	1	-3	-17	3.9	-8
CC(=O)n1cc([C@H]2C=C(C(=O)Nc3ccccc3)O[C@@H](OCCCCO)C2)c2ccccc21	-12	-2	7	2	8	1	-8	2.7	0
COCCn1c(SCc2cccnc2)nnc1-c1c[nH]c2ccccc12	-1	3	-2	8	1	1	-19	0.0	-13
O=C(Nc1ccc(C(=O)c2ccccc2)cc1)c1ccccc1	-12	-6	2	-3	20	-2	-5	2.3	-19
COc1c(Br)cc2c(C)c(C(=O)O)oc2c1Br	-5	-2	6	7	0	1	-11	4.9	-4
CC(C)c1ccc(C(N)=S)cc1	2	-7	9	8	-1	-3	-10	-1.0	2
COc1cc(S(=O)(=O)N(Cc2ccc(C)cc2)Cc2ccco2)ccc1-n1cnnn1	0	7	0	1	0	2	-2	3.1	17
COc1ccc2c(c1OC)C(=O)N1c3ccccc3COC21 (stereo not drawn)	1	4	-1	6	3	1	-15	-1.7	6
Clc1ccc2c(c1)c1cc(Cl)ccc1n2CN1CCOCC1	0	-5	-3	0	0	-4	-9	0.9	-5
COC(=O)c1cc(S(=O)(=O)NCc2ccc3c(c2)OCO3)cn1C	4	-3	-3	5	2	0	-4	-1.8	-8
O=C(CCC1CCCN(C(=O)C2CCCC2)C1)NCc1ccc(F)c(F)c1 (stereo not drawn)	0	7	-8	8	-1	0	-5	1.7	-1
Cc1ccc(-c2nn(-c3ccccc3)cc2C(=O)NCCCN2CCCC2=O)cc1	-5	0	5	7	nt	-3	0	-1.5	-2
CCOC(=O)c1cccc(NC(=O)c2ccccc2C)c1	-9	6	-2	-5	1	-4	5	-0.1	2

Grouped by structure: the entries above with a Cl atom.
SMILES	M5 PAM	M4 PAM	M5 antag	CHRM1 PAM	M4 ag	CHRM5 agonist	CHRM1 antagonist	CRFBP-R2 agonist	CHRM4 antagonist
O=C(Nc1ccc(F)cc1)Nc1cccnc1Cl	-7	-17	1	8	3	3	0	4.1	32*
O=P(O)(c1ccc(Cl)cc1)c1ccc(Cl)cc1	1	0	3	4	1	1	1	2.0	1
Clc1ccc2c(c1)c1cc(Cl)ccc1n2CN1CCOCC1	0	-5	-3	0	0	-4	-9	0.9	-5

Other compounds follow:
SMILES	M5 PAM	M4 PAM	M5 antag	CHRM1 PAM	M4 ag	CHRM5 agonist	CHRM1 antagonist	CRFBP-R2 agonist	CHRM4 antagonist
Oc1ccc(-c2onc(C(F)(F)F)c2-c2cscn2)c(O)c1	0	5	1	9	4	1	-7	-0.5	-4
O=S(=O)(N/N=C1/CCCc2ccccc21)c1ccc(Br)cc1	-3	1	-5	1	0	-2	0	-1.1	-10
O=C(COC(=O)/C=C/c1ccc2ccccc2n1)NNC(=O)c1ccc([N+](=O)[O-])cc1	7	9	-10	4	1	-4	-6	0.8	-9
CC(Sc1nnc(-c2ccccc2)c(-c2ccccc2)n1)C(=O)N1CCc2ccccc21 (stereo not drawn)	-2	1	-10	7	1	-6	-7	-2.8	-11
COc1ccc(CNC(=O)C[C@H]2C[C@H](C(=O)N3CCOCC3)[C@@]3(CCC4CCCC4)c4[nH]c5cc(CCC(=O)N(C)C)ccc5c4CCN3C2=O)cc1OC	-1	12	-2	10	0	-2	-10	-2.7	-11
O=C(Nc1cc(C(F)(F)F)ccc1N1CCCCC1)c1ccc(Br)o1	-1	0	-4	11	0	2	-12	2.7	0
COc1nccnc1NS(=O)(=O)c1ccc(NC(=S)NC(=O)c2ccccc2)cc1	2	0	-1	6	1	0	-4	-3.1	3
CCC(NC(=O)CCc1ccccc1)c1ccccc1 (stereo not drawn)	2	-1	-3	3	0	-2	-10	-1.3	5
CCCn1c(SCC(=O)N(C)CC(=O)Nc2ccc(C)cc2)n[nH]c1=O	3	4	2	2	0	1	0	-3.8	-9
COC(=O)CSc1nnc(CNC(=O)c2cccs2)n1-c1cc(OC)ccc1OC	-3	-1	7	-1	1	-1	2	-0.4	8
COc1ccccc1NC(=O)NC1CC(=O)N(c2ccc3c(c2)OCCO3)C1 (stereo not drawn)	4	2	-2	9	2	1	-2	0.7	-2
Cc1ccc(NC(=O)CSc2nnc(-c3ccccc3Br)o2)cc1C	-4	0	3	3	2	-3	-42	3.2	7
Cc1c(C(=O)O)sc2ncnc(N3CCCCC3C)c12 (stereo not drawn)	5	1	2	11	1	-2	-30	-1.5	3
Cc1ccc2cc(CCNC(=O)c3cc4ccccc4o3)c(=O)[nH]c2c1C	-1	5	-3	-6	8	3	0	-0.9	-11

High-throughput results from PubChem.
